HUVEC inhibit = inhibitors of HUVEC proliferation, primary screen, cell-based, 384-well. CellTiter-Glo luminescence, 72 h; active compounds read low. viability, % at 10 µM (by protocol). 86,000 compounds, 1.1% hits;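 active = viability at or below 30%; inactive = viability above 30%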;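 note: 100% = median luminescence of DMSO-only cell control wells on each plate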
Smad3 FoxH1 inh = Smad3/FoxH1 peptide binding inhibitors, primary screen, biochemical, TR-FRET | inhibition, % at 25 µM | AID 630, 2007 | TR-FRET Smad3/Dy647-FoxH1 peptide binding, europium anti-His | 88,000 compounds, 0.29% hits;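 active = compounds that reduce the energy-transfer binding signal between the protein and its labelled peptide by more than half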;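 note: 0% = Smad3 plus labelled peptide maximal FRET and 100% = peptide-only background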
Fibroblast inh = antiproliferative effect on LL 47 fibroblasts – human, LL 47 cells, CellTiter-Glo luminescence, primary screen. 85,000 compounds, 1.1% hits. AID 719, 2007. viability, % at 10 µM. LL 47 human lung fibroblast viability, ATP luminescence; active compounds read low;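 active = viability at or below 50% in the single dose screen; inactive = viability above 50%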;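 note: compound exposure lasted 72 h before the ATP readout; 100% = median luminescence of untreated cell-only wells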
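Times – overnight cell rest, 72 h compound treatment at 37 °C · Test system – human lung fibroblast line LL 47, low passage · Amount – 1,150 cells in each well · Controls – cell-only wells, no compound · Doses – 0.1% DMSO in all compound wells · Measured by – CellTiter-Glo luminescence · Buffer or medium – IMEM plus 15% FBS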
ERa coact inh = ERα–SRC-1 coactivator interaction inhibitors, primary screen, biochemical, TR-FRET, ERα LBD, estradiol-bound | Estrogen receptor (Homo sapiens), P03372 | TR-FRET ER-alpha LBD / SRC-1 peptide | AID 629, 2007 | inhibition, % at 25.6 µM | 86,000 compounds, 1.7% hits; in the data active = inhibition above about 50%;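 note: 0% = receptor plus peptide control and 100% = peptide only without receptor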
H69AR growth 86K = proliferation blockers of H69AR lung cancer cells, primary screen, cell-based, human, 86K library | viability, % at 10 µM | H69AR lung tumor viability, ATP luminescence, 72 h; active compounds read low | AID 598, 2007 | 85,000 compounds, 6% hits;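 active = viability at or below 40%; inactive = viability above 40%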;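 note: multidrug resistant small cell line overexpressing MRP-1 efflux transporter; 100% = mean luminescence of untreated control wells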
ERa coact pot = enhancers of ERα–SRC-1 coactivator binding, primary screen, biochemical, TR-FRET, ERα LBD, low estradiol | 86,000 compounds, 1.3% hits | Estrogen receptor (Homo sapiens), P03372 | AID 639, 2007 | coactivator binding (% of control), % at 25.6 µM | TR-FRET ERalpha-LBD/SRC-Cy5 coactivator binding, 2 h; 100 = basal binding, no effect; in the data active = activity above about 200%;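 note: binding measured in presence of low estradiol as agonist stimulus; 0% = peptide alone without receptor and 100% = receptor with peptide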
Mac1 fbg enh = enhancers of CD11b/CD18 adhesion to fibrinogen, primary screen, K562 cells, luminescence. 93,000 compounds, 0.07% hits. ATPlite luminescence. Integrin beta-2 (Homo sapiens) + Integrin alpha-M (Homo sapiens), P05107+P11215. activation, % at 10 µM;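 active = 10 µM primary screen giving 50% or more activity, confirmed by 40% or more on retest at that dose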; note: strong numbers were not always called active
Target sequence (P05107 whole entry, looked up, other chains not shown): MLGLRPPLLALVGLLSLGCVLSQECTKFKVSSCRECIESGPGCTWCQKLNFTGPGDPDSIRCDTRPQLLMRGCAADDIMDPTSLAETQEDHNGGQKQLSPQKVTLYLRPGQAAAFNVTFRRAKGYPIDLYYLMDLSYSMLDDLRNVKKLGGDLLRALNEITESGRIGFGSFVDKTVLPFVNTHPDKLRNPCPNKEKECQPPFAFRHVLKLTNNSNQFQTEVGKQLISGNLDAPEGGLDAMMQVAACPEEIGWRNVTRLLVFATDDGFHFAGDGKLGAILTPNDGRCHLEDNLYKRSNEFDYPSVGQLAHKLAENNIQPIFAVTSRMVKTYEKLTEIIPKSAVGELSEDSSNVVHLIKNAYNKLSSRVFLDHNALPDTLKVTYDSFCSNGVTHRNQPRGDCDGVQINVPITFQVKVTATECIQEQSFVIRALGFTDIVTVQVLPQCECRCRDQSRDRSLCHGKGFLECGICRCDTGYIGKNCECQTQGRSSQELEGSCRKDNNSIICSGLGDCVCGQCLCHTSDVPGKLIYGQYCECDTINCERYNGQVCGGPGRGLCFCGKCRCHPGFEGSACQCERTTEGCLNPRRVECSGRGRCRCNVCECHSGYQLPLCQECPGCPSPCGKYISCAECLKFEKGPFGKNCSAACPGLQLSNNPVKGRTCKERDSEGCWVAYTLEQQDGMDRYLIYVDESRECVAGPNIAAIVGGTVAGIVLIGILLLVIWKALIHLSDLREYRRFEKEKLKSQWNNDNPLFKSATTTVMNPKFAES
MT1-MMP txn act = MT1-MMP promoter reporter activation – cell-based, luciferase luminescence, primary screen; HT1080 MT1-MMP promoter luciferase reporter, overnight; active compounds read high; activation factor at 10 µM; 86,000 compounds, 0.16% hits;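 active = activation factor of at least 2 for MT1-MMP transcription at 10 µM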
ERb SRC1 inh = inhibitors of ERβ-SRC1 coactivator interaction, primary screen, biochemical, TR-FRET, ERβ LBD, SRC-1 peptide | Estrogen receptor beta (Homo sapiens), Q92731 | TR-FRET ER-beta LBD / SRC1-Cy5 peptide binding; receptor agonist-loaded with 1 µM estradiol | inhibition, % at 25.6 µM | 86,000 compounds, 1.3% hits | AID 633, 2007;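 active = compounds whose percent inhibition of the receptor-coactivator binding signal exceeds about 50% in the single-dose screen, limit read from the data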;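 note: 0% = receptor plus peptide wells without compound and 100% = peptide-only wells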
* hit, by the source's call; / = no result given; [ ] = another dose, or the depositor's remark. Some of the compounds tested; count on the stated rates, not on these rows.

SMILES	HUVEC inhibit	Smad3 FoxH1 inh	Fibroblast inh	ERa coact inh	H69AR growth 86K	ERa coact pot	Mac1 fbg enh	MT1-MMP txn act	ERb SRC1 inh
CCc1ccc2[nH]c(=O)c(C(c3nnnn3Cc3ccccc3)N3CCOCC3)cc2c1 (centres undefined)	94	-1	97	36	70	87	0	1.1	7
COc1ccc(S(=O)(=O)N2CCC(C(=O)Nc3cccc(C(C)=O)c3)CC2)cc1C	84	3	109	-10	61	107	2	0.8	-8
Cc1csc(SCC(=O)Nc2cccc(S(=O)(=O)N3CCCC3)c2)n1	87	15	94	-3	54	120	-5	/	-1
Cc1ccc(CN2C(=O)CCC2C(=O)NCCCN2CCOCC2)cc1 (centres undefined)	96	-4	104	-8	92	110	/	1	-3
CCOc1ccccc1N1CC(C(=O)Nc2ccccc2N2CCOCC2)CC1=O (centres undefined)	99	1	104	10	98	82	1	1.2	26[fluorescence artefact?]
Cc1cc(C)nc(SCC(=O)N2CCC(C(N)=O)CC2)n1	93	3	89	-9	95	98	5	1	-7
Cc1cccc(-n2c(CNC(=O)c3ccc(S(=O)(=O)N4CCCC4)cc3)n[nH]c2=S)c1	91	-6	98	-3	96	93	-3	/	2
O=C(CN1CCOCC1)Nc1cc(Cl)ccc1Cl	90	4	102	0	93	100	0	1.1	-5
COc1ccc(-n2ncc3c(NCC4CCCO4)ncnc32)cc1 (centres undefined)	85	-14	112	-5	87	108	/	1.5	-10
Cc1noc(C)c1CSc1nnnn1-c1ccc(Cl)cc1	114	0	100	4	83	107	1	1.1	-3
CCn1cc(C(=O)Nn2cnnc2)c(=O)c2ccc(C)nc21	107	0	100	-1	95	108	/	1	-1
CCn1c(SCC(=O)N2CCCCC2)nc2c(c1=O)SC(C)C2 (centres undefined)	94	4	100	-12	62	110	1	/	-1
Cn1cc(C(c2ccccn2)c2cn(C)c3ccccc23)c2ccccc21	73	2	97	-1	66	88	-2	1.1	5
C/C=C(\C)CN1CCN(c2cccc(C)c2C)CC1	108	5	110	-3	96	107	/	1.1	-3
CCNc1nc(NCC)nc(C(=O)Nc2ccccc2)n1	104	-6	97	-6	96	98	/	1.1	-10
CCC(C)N(C(=O)Cn1nnc2ccccc21)C(C(=O)NCc1ccco1)c1cccc(OC)c1 (centres undefined)	98	9	95	0[fluorescence artefact?]	87	119	0	1.2	-2
O=C(CSc1n[nH]c(-c2ccco2)n1)Nc1sc2c(c1C(=O)Nc1ccccc1)CCCC2	84	14	103	51*	73	78	-2	1	35[fluorescence artefact?]
O=c1cc(Nc2ccc3c(c2)OCCO3)[nH]c(=O)n1-c1ccc(Cl)cc1	74	-13[fluorescence artefact?]	90	-3	8.8*	95	-6	1.1	17[fluorescence artefact?]
C=CCc1c(C)nc(C)nc1N/N=C/c1ccc([N+](=O)[O-])cc1	89	11	100	-4	78	92	-2	1.2	-7
CC(C)N(Cc1nc(-c2ccccc2)no1)S(=O)(=O)c1ccccc1	115	-1	99	-10	89	129	0	1	-2
Nc1sc2c(c1C(=O)NC1CCS(=O)(=O)C1)CCCC2 (centres undefined)	105	7	109	-2	101	107	2	1.1	-1
CCCN1CC=C2C(C#N)=C(N)C(C#N)(C#N)C(c3cc(OC)ccc3OC)C2C1 (centres undefined)	88	-6	87	4	32*	102	-1	1.2	7
CC(=O)Nc1ccc(-n2cnnn2)cc1	100	1	104	0	73	108	/	1.3	3
Cc1ccc2nc(-c3ccccc3)cc(C(=O)O)c2c1	80	11	92	5	102	119	-3	1.1	3
CCS(=O)(=O)N1CCC(C(=O)NCCCN2CCN(c3ccccc3F)CC2)CC1	97	-1	95	-3	93	113	-4	1.1	-5
Carrying on.
SMILES	HUVEC inhibit	Smad3 FoxH1 inh	Fibroblast inh	ERa coact inh	H69AR growth 86K	ERa coact pot	Mac1 fbg enh	MT1-MMP txn act	ERb SRC1 inh
CCOC(=O)C1=C(C)N=C2SCCC(=O)N2C1c1ccc(C(=O)OC)cc1 (centres undefined)	94	5	98	0	98	92	0	1	-6
CC1(C)CC(=O)C2=C(C1)Oc1ncn(CCCO)c(=N)c1C2c1ccccc1 (centres undefined)	98	5	90	-4	99	108	-5	1	-3
CCOC(=O)c1c(NC(=O)CCN2CCOCC2)sc2c1CC(C)(C)OC2	101	0	100	-3	59	100	-4	1.1	-6
Cc1ccc(-n2c(Cc3cccn3C)nnc2SCC(=O)Nc2nnc(C)s2)cc1	88	0	105	-13	99	103	-3	1.3	-21
Cc1cc(=O)oc2c(CN3CCN(C)CC3)c(O)c(Cl)cc12	96	7	93	-3[fluorescence artefact?]	92	108	-2	1	-2
O=S(=O)(Nn1cnnc1)c1ccccc1	102	2	104	27	92	88[fluorescence artefact?]	/	1.1	18
CCN(CCCNC(=O)CCNC(=O)Cn1cnc2ccccc2c1=O)c1ccccc1	93	2	90	-1	90	110	-5	1	4
CC(=O)c1c(C)[nH]c(C(=O)OCC(=O)N2CCc3ccccc32)c1C	78	10	86	12[fluorescence artefact?]	81	229*	-4	1.4	16[fluorescence artefact?]
Cc1ccc(-n2nc3c(c2NC(=O)CCC2CCCCC2)CS(=O)C3)cc1 (centres undefined)	100	12	103	-8	90	170	-1	1	-8
Cc1ccn2c(NC(=O)c3ccco3)c(-c3ccccc3)nc2c1	93	-1	103	-17	95	109	/	1.3	-17
CCc1nnc(NC(=O)Cn2nc(-c3ccc(OC)c(OC)c3)ccc2=O)s1	98	-12	95	10	89	105	-1	1	16[fluorescence artefact?]
Cc1cc(C)cc(N(CC(=O)N2CCn3c2nc2ccccc23)S(=O)(=O)c2c(C)noc2C)c1	87	1	97	-2[fluorescence artefact?]	92	116	2	1.1	-7[fluorescence artefact?]
[O-]C1=N/[N+](=C/c2ccc(Cl)c(Cl)c2)CC1	106	5	101	-5	90	112	1	/	-9
COCCNC(=O)CN(c1cc(C(F)(F)F)ccc1Cl)S(C)(=O)=O	93	0	98	-3	100	78	-3	1.1	-13
Cn1c2c(c(=O)n(C)c1=O)CN(CC1CCCO1)CN2 (centres undefined)	97	1	100	3	100	115[fluorescence artefact?]	2	1.3	-2[fluorescence artefact?]
c1ccc(Cn2nnnc2CN2CCOCC2)cc1	96	-3	97	-5	95	92	/	0.9	-17[fluorescence artefact?]
Cc1ccc(S(=O)(=O)N(C)C2(C)CCS(=O)(=O)C2)cc1 (centres undefined)	103	-7	99	-9	109	110	2	1.1	-9
COc1ccc(N2Cc3cccc(C(=O)N4CCOCC4)c3C2=O)cc1	98	1	98	5	84	113	-2	1.1	1
Cc1c(Br)c(C(F)(F)F)nn1CC(=O)NCCN1CCOCC1	99	0	92	-3	96	95	/	1.1	1
Cc1onc(-c2c(F)cccc2Cl)c1C(=O)NCCc1ccc(S(N)(=O)=O)cc1	88	-8	88	-7	102	116	2	1	-5
O=C(c1ccccc1)N1CCN(C(=O)C23CC4CC(CC(C4)C2)C3)CC1	101	9	102	18	100	98	0	1	1
Cc1cc(Cl)c(S(N)(=O)=O)cc1OCC(N)=O	102	1	/	-13	100	97	-5	1.1	-8[fluorescence artefact?]
CC(=O)c1c(C)[nH]c(C(=O)NCc2cccs2)c1C	95	-4	99	-13	87	101	-4	1.2	-22[fluorescence artefact?]
O=C(NC1CCCC1)C(NS(=O)(=O)c1cccc2nsnc12)c1ccccc1 (centres undefined)	103	9	97	-1	91	108	-1	1.2	0
COc1cc(C(=O)OCC(=O)Nc2c(F)c(F)c(F)c(F)c2F)cc(OC)c1OC	97	-3	110	58*	94	95[fluorescence artefact?]	4	1.3	37
Further entries follow.
SMILES	HUVEC inhibit	Smad3 FoxH1 inh	Fibroblast inh	ERa coact inh	H69AR growth 86K	ERa coact pot	Mac1 fbg enh	MT1-MMP txn act	ERb SRC1 inh
CCCSc1nc2c(c(=O)[nH]c(=O)n2C)n1C	97	-2	91	-2	86	124[fluorescence artefact?]	-2	1.1	-1
Cc1noc(C)c1S(=O)(=O)N1CCC(C(=O)NCCC2=CCCCC2)CC1	102	-7	96	-1	97	103	-1	/	2
CCOc1ccc(CN2CCC(=O)NC2=O)cc1	107	10	103	1	102	123	-6	1.1	-5
Cc1[nH]nc2c1C(Cc1ccccc1)C(C#N)=C(N)O2 (centres undefined)	87	9[fluorescence artefact?]	91	-5	113	99	0	1.3	-6
COc1c(Cl)cc(-c2noc(C)c2C(=O)NCc2ccccc2)cc1Cl	73	1	92	-1	80	117	-3	/	-6
c1coc(Cn2nnnc2CN2CCN(C3CCCCC3)CC2)c1	87	-3	105	1	83	91	-1	1.1	10
CCCCN(CC)S(=O)(=O)c1ccc(C(=O)Nc2nnc(-c3ccccc3Cl)o2)cc1	3.3*	9	75	7[fluorescence artefact?]	27*	143[fluorescence artefact?]	1	0.8	2
CCOC(=O)c1[nH]c2cc(OC)c(OC)cc2c1NC(=O)c1nonc1C	89	-4	106	1	77	125	-3	1.1	-7
Cc1cc(=O)oc2cc(OCC(=O)Nc3nnc(C(C)C)s3)ccc12	108	-285[fluorescence artefact?]	110	26	111	488*	5	1.2	9
CCOc1ccc2[nH]c(C)cc(=O)c2c1	95	-7	103	-5	91	106	-2	1	-5
COC(=O)c1c(C)[nH]c(C)c1-c1ccccc1	107	-1	113	-2	102	100	-6	1.2	-2
Cc1c(C(=O)NC(C)CN2CCCCC2)oc2ccccc12 (centres undefined)	92	-7	100	-29	108	114	5	1.2	-22
CCOc1cc(NC(=O)C2CC2)c(OCC)cc1NC(=O)c1ccccn1	95	2	106	3	/	96	1	1.2	7
Cn1c(=O)c2c(nc(SC3C(=O)CC(C)(C)CC3=O)n2C)n(C)c1=O	102	5	98	-6	101	103	-3	1.1	-4
CCCCOCCCNC(=O)N[C@H](C(=O)OC)C(C)C	97	9	96	2	92	107	1	1	-7
COCCn1nnnc1C(c1ccc(OC)cc1OC)N1CCN(c2ccccc2F)CC1 (centres undefined)	114	-6	94	-6	98	131	0	1	-8[fluorescence artefact?]
COc1ccc(OC)c(NC(=O)C2CCC(CNc3c(N4CCC(C)CC4)c(=O)c3=O)CC2)c1 (centres undefined)	75	7	93	44[fluorescence artefact?]	81	83[fluorescence artefact?]	2	1.3	21[fluorescence artefact?]
CC(c1ccccc1)C1CC(=O)N(C2CCCCC2)C1=O (centres undefined)	113	54*	100	-2	95	97	-4	1	3
COc1ccc(-c2nnc(SCC(=O)c3[nH]c(C)c(C(C)=O)c3C)o2)cc1	53	-1	60	22[fluorescence artefact?]	5.3*	275*	59	1.1	32[fluorescence artefact?]

Record cards, from the list above. Order of values: HUVEC inhibit | Smad3 FoxH1 inh | Fibroblast inh | ERa coact inh | H69AR growth 86K | ERa coact pot | Mac1 fbg enh | MT1-MMP txn act | ERb SRC1 inh
Cc1cccc(-n2c(CNC(=O)c3ccc(S(=O)(=O)N4CCCC4)cc3)n[nH]c2=S)c1 is listed as 91 | -6 | 98 | -3 | 96 | 93 | -3 | / | 2
Cc1c(Br)c(C(F)(F)F)nn1CC(=O)NCCN1CCOCC1 is listed as 99 | 0 | 92 | -3 | 96 | 95 | / | 1.1 | 1
CCC(C)N(C(=O)Cn1nnc2ccccc21)C(C(=O)NCc1ccco1)c1cccc(OC)c1 (centres undefined) is listed as 98 | 9 | 95 | 0[fluorescence artefact?] | 87 | 119 | 0 | 1.2 | -2
